High-throughput results from PubChem BioAssay.
KCNQ2 inh – KCNQ2 channel blockers in CHO-K1 cells – cell-based, FluxOR thallium flux, B-score, primary screen (AID 2156) | B-score at 10 µM | 310,000 compounds, 1.1% hits | 20 min; hits give low values | O88943;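 active = fluorescence ratio B-score at most minus 3 library SDs, with starting brightness B-score within 2 library SDs, cut at about -5.5 in these data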
Target sequence (O88943 whole entry, looked up): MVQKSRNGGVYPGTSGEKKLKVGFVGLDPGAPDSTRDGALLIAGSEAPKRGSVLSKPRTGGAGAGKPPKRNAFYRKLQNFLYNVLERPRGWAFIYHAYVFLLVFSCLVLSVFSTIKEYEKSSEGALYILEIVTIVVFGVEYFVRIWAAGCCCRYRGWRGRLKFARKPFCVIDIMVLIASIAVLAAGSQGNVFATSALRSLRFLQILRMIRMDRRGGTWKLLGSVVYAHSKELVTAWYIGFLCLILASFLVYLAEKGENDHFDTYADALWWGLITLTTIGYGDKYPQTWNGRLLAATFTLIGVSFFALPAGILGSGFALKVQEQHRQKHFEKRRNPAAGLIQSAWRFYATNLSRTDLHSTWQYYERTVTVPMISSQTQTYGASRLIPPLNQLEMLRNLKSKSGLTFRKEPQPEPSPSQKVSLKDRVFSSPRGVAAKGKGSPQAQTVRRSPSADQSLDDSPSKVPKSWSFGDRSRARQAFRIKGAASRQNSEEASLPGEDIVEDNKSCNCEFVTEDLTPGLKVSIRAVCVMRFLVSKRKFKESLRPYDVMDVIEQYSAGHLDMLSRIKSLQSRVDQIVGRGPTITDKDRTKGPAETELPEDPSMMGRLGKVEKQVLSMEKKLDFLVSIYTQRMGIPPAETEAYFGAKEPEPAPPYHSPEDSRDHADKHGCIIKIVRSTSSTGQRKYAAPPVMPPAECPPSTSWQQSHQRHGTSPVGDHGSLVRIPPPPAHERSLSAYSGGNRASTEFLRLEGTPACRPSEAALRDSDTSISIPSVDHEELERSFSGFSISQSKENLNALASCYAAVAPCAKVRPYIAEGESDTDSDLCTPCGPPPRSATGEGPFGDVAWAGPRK
Kir21 block – blocks the mouse Kir2.1 inward-rectifier potassium channel | P35561 | HEK293-Kir2.1, FluxOR thallium flux fluorescence; hits give low values | B-score at 10 µM | 310,000 compounds, 0.85% hits | AID 1672;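 active = fluorescence ratio B-score at or below minus 3 SD of library scores, with starting-brightness B-score within 2 SD, cut at about -4.2 in these data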;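 also: channel flux triggered by added potassium and thallium sulfate stimulus; B-score of peak minus minimum fluorescence over baseline after thallium stimulus; more negative B-score means stronger Kir2.1 block with less thallium influx; some compounds called inactive have numbers as strong as hits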
CHT block – human CHT choline transport inhibition. CHT-expressing cells, membrane potential dye, choline response; hits give low values. B-score at 10 µM. 310,000 compounds, 0.86% hits. AID 488975;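 active = B-score over 3 SD under the library average, and starting fluorescence ratio not unusually high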;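 also: choline stimulus applied at its EC90 after an EC20 pre-addition; B-score computed on integrated fluorescence ratio after choline addition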
The depositor's hits bear a star; i = inactive; · = not tested or not shown.

SMILES | KCNQ2 inh | Kir21 block | CHT block
COc1ccc(N2C(=O)CSC(c3ccccc3)C2=O)cc1 (stereo unspecified) | i | 0.05 | i
COc1ccc(CCC(=O)NNC(=O)c2ccc(F)cc2)cc1 | i | 2.3 | i
N#CCN1C(=O)C(=O)N(Cc2cccc(Cl)c2)C1=O | i | 0.36 | i
COC(=O)c1ccc(C(=O)NC(=S)Nc2ccc3nc(SC)sc3c2)cc1 | i | -0.26 | i
N#CCCN(Cc1ccccc1)C(=S)Nc1ccccc1 | i | -3 | i
O=C(NCCc1ccccc1)c1ccc2c(c1)N(Cc1ccccc1)CCS2 | i | -0.28 | i
COc1ccc(S(=O)(=O)NCC(c2cccnc2)N2CCN(C)CC2)cc1C (stereo unspecified) | i | 0.11 | i
COc1ccc(CCN(C)CC(O)COC(c2ccc(F)cc2)c2ccc(F)cc2)cc1OC (stereo unspecified) | i | -3.5 | i
CC(=O)Nc1ccc2c(c1)OCCOCCOc1cc(NC(C)=O)ccc1OCCO2 | i | 0.15 | i
CC(C(=O)Nc1cccnc1)N1C(=O)c2ccccc2C1=O (stereo unspecified) | i | 1.7 | i
COc1ccc(-c2cnnn2-c2ccc(N)cc2)cc1OC | i | -1.4 | i
CC1=C(C(=O)OC(C)C)C(c2ccccc2)NC(=O)N1C (stereo unspecified) | i | -2.6 | i
O=[N+]([O-])c1cccc(-c2cn3ccccc3n2)c1 | i | 0.58 | i
O=C(NCc1ccco1)Nc1ccccc1Cl | i | 0.13 | i
COc1ccc(NC(C)=O)c2nc(C)c(C)nc12 | i | 0.16 | i
O=C(CSC1=NS(=O)(=O)c2cc(F)ccc2N1)Nc1cccc(F)c1 | i | 0.59 | i
COc1cc(OC)cc(C(=O)NC2CCSc3ccccc32)c1 (stereo unspecified) | i | 1 | i
COc1ccccc1NS(=O)(=O)c1cccc(NC(=O)c2sc3ccccc3c2Cl)c1 | i | 0.85 | i
COc1cc(OC)cc(C(=O)NCC(=O)OCC(=O)NC(C)(C)C)c1 | i | -0.01 | i
CCCC(=O)NC(=S)Nc1cccc(NC(=O)c2ccccc2Cl)c1 | i | 0.44 | -12*
COc1ccccc1N1C(=O)C2C(c3ccccc3F)NN(C(=O)c3ccc(C)cc3)C2C1=O (stereo unspecified) | i | 0.48 | i
CCCn1c(SCC(=O)N2c3ccccc3Sc3ccccc32)nc2ccccc21 | i | -0.2 | i
CCOc1ccccc1NC(=O)CN(c1cc(C)cc(C)c1)S(=O)(=O)c1c(C)noc1C | i | 1.2 | i
CCn1c(SCc2ccc(Cl)cc2)nc2nc3c(cc2c1=O)CCCC3 | i | 0 | i
CC(=O)OC[C@H]1O[C@@H](n2ccc(=O)[nH]c2=S)C(OC(C)=O)C1OC(C)=O (stereo partly specified) | i | 1.2 | i
Cc1ccc(S(=O)(=O)N/N=C\c2ccc([N+](=O)[O-])o2)cc1C | i | -0.51 | i
Cc1nc(NCc2ccc(S(N)(=O)=O)cc2)c2c(C)c(C)sc2n1 | i | -2.1 | i
Cc1cccnc1CC(C)NC(=O)c1cc(COc2cncc(Cl)c2)on1 (stereo unspecified) | i | -0.64 | i
COc1ccccc1N(C(=O)c1snc(C(N)=O)c1N)C(C(=O)NCc1ccccc1)c1ccc(C)o1 (stereo unspecified) | i | -0.02 | ·
COc1ccc(CC2(CO)CCN(S(=O)(=O)N(C)C)CC2)cc1 | i | 0.67 | i

Looked up one by one from the list above:
SMILES | KCNQ2 inh | Kir21 block | CHT block
COc1ccccc1NS(=O)(=O)c1cccc(NC(=O)c2sc3ccccc3c2Cl)c1 | i | 0.85 | i
Cc1ccc(S(=O)(=O)N/N=C\c2ccc([N+](=O)[O-])o2)cc1C | i | -0.51 | i
CCCC(=O)NC(=S)Nc1cccc(NC(=O)c2ccccc2Cl)c1 | i | 0.44 | -12*

Next structures
SMILES | KCNQ2 inh | Kir21 block | CHT block
CC(=O)Oc1ccc2c(c1)cc(C)n2C | i | -0.45 | i
OC(CNCc1ccccc1)c1ccccc1 (stereo unspecified) | i | -0.22 | i
O=C(OCCNc1ncc(C(F)(F)F)cc1Cl)c1ccc(S(=O)(=O)N2CCOCC2)cc1 | i | -0.04 | i
Cc1ccc(-c2csc3nc(CN(C)Cc4ccccc4)[nH]c(=O)c23)cc1 | i | 1.4 | i
CN(C(=O)c1ccc2c(c1)C(=O)N(CCC1=CCCCC1)C2=O)C1CCCCC1 | i | -0.13 | i
CC(=O)Nc1cccc(OCCCOc2ccc([N+](=O)[O-])cc2)c1 | i | 1.4 | i
CCCc1cc(=O)oc2cc(C)cc(OCC(=O)Nc3ccccn3)c12 | i | -1.2 | i
CCc1cc(C(=O)c2ccc(OC)cc2)c(NC(=O)CN2CCCC2)s1 | i | 0.1 | i
O=C(O)Cn1cnc2c(=S)nc[nH]c21 | i | -0.09 | i
O=C(Nc1ccc(C(=O)O)cc1)/C(=C\c1ccccc1)NC(=O)c1ccco1 | i | 2 | i
O=C(O)c1ccccc1C(=O)Nc1c(-c2ccccc2)nc2ccccn12 | i | 0.97 | i
CCOC(=O)c1oc2ccccc2c1NC(=O)C(C)(C)C | i | 1.2 | i
Cn1c(=O)c2c(nc(Sc3ncnn3CC(=O)NC(C)(C)C)n2C)n(C)c1=O | i | 0.13 | i
Cc1ccc(S(=O)(=O)N2CCN(C(=O)C3COc4ccccc4O3)CC2)cc1C (stereo unspecified) | i | -0.25 | i
O=C(CNS(=O)(=O)c1ccccc1)N1CCc2ccccc2C1 | i | -2.3 | i

Profiles as entered above. Order of screens: KCNQ2 inh	Kir21 block	CHT block
CC(=O)Oc1ccc2c(c1)cc(C)n2C is entered as i	-0.45	i
CC(=O)Nc1cccc(OCCCOc2ccc([N+](=O)[O-])cc2)c1 is entered as i	1.4	i
CCOC(=O)c1oc2ccccc2c1NC(=O)C(C)(C)C is entered as i	1.2	i

Going on with the list.
SMILES | KCNQ2 inh | Kir21 block | CHT block
Cn1cnnc1SCc1cccc(Br)c1 | i | 0.75 | i
Cc1cc(C)c2nc(Cl)c(CN(Cc3ccco3)C(=O)Nc3ccccc3C)cc2c1 | i | -0.04 | i
CC(C)CN(Cc1c(O)ccc2c3c(c(=O)oc12)CCC3)CC(C)C | i | 0.66 | i
COc1ccc(/C=N\Nc2ccc([N+](=O)[O-])cc2)c(C(=O)O)c1OC | i | 0.35 | i
COc1ccccc1NCC(=O)NNC(C)C(=O)Nc1cccc(Cl)c1 (stereo unspecified) | i | -0.13 | i
CS(=O)(=O)N1CCN(c2ccccc2NC(=O)CSc2ccc(Cl)cc2)CC1 | i | 3.6 | i
CCN(Cc1cnn(C)c1)C(=O)c1cc(COc2cc(C)c(Cl)c(C)c2)on1 | i | -0.03 | i
CC1(C)CC(=O)C(C(=O)/C=C/c2ccco2)C(=O)C1 | i | -0.29 | i
O=C(Nc1ccc2c(c1)OCCO2)C1CC1c1ccccc1 (stereo unspecified) | i | 0.6 | i
Cc1cc(C)cc(NC(=O)C2CCN(S(=O)(=O)c3ccc4c(c3)NC(=O)C(C)S4)CC2)c1 (stereo unspecified) | i | -0.81 | i
CCOC(=O)c1c(NC(=O)CSc2nc3ccccc3o2)sc(C)c1C | i | 1.7 | i
Cc1cc2nc(-c3ccc[nH]c3=O)[nH]c2cc1C | i | 0.3 | i
CC(=O)Nc1ccc(S(=O)(=O)Nc2cccc(-c3nc4ccccc4o3)c2)cc1 | i | 0.65 | i
CC1CCCCN1S(=O)(=O)c1ccc2c(c1)CCN2C(=O)C1CC1 (stereo unspecified) | i | -0.68 | i
CCC(C)C(=O)Nc1nc(C)c(-c2csc(Nc3cc(Cl)ccc3OC)n2)s1 (stereo unspecified) | i | -0.33 | i

An excerpt from above, limited to KCNQ2 inh and Kir21 block:
structure | KCNQ2 inh | Kir21 block
CC1(C)CC(=O)C(C(=O)/C=C/c2ccco2)C(=O)C1 | i | -0.29
O=C(Nc1ccc2c(c1)OCCO2)C1CC1c1ccccc1 (stereo unspecified) | i | 0.6
Cc1cc(C)cc(NC(=O)C2CCN(S(=O)(=O)c3ccc4c(c3)NC(=O)C(C)S4)CC2)c1 (stereo unspecified) | i | -0.81
CCOC(=O)c1c(NC(=O)CSc2nc3ccccc3o2)sc(C)c1C | i | 1.7
Cc1cc2nc(-c3ccc[nH]c3=O)[nH]c2cc1C | i | 0.3
CC(=O)Nc1ccc(S(=O)(=O)Nc2cccc(-c3nc4ccccc4o3)c2)cc1 | i | 0.65

(list continues)
SMILES | KCNQ2 inh | Kir21 block | CHT block
CCOc1cccc2sc(N(CCN(C)C)C(=O)c3ccc4c(c3)OCCO4)nc12 | i | -2.3 | -8.4*
Cc1ccc2[nH]c(=O)c(CNC(C)(C)C)cc2c1 | i | 0.21 | i
CCOC(=O)C1=C(N)N2C(=O)C(C)SC2=C(C(=O)OCC)C1c1ccccc1 (stereo unspecified) | i | 0.21 | i
Cc1cccc(C(=O)Nc2nnc(COc3ccccc3)s2)c1 | i | 0.29 | i
Cc1nn2c(NCCCN(C)C)c3c(nc2c1-c1ccccc1)CCC3 | i | -1.5 | i
Cc1ccc(NC(=O)C2CCCN(c3ncccn3)C2)cc1C (stereo unspecified) | i | 0.43 | i
Cc1ccc(N2C(=O)CC(N3CCc4ccccc43)C2=O)cc1Cl (stereo unspecified) | i | 2.5 | i
CCCCN(C(=O)c1cccc2c(=O)c(C)c(-c3ccccc3)oc12)c1ccccc1 | i | 0 | ·
Cc1ccc(NC(=O)NCc2cccnc2)cc1Cl | i | 0.99 | i
COc1ccc(Cn2c(=O)[nH]c3cc(C(=O)Nc4ccccc4C)ccc32)cc1 | i | 0.61 | i
O=C(O)c1ccc2c(c1)C(=O)N(c1cccc(S(=O)(=O)Nc3cccc(C(F)(F)F)c3)c1)C2=O | i | -0.36 | i
O=C(Nc1cccc(S(=O)(=O)N2CCOCC2)c1)C1CCCN(C(=O)c2ccc(Cl)cc2)C1 (stereo unspecified) | i | -0.65 | i
NC(=O)c1oc2ccccc2c1NC(=O)CS(=O)(=O)c1ccccc1 | i | 0.47 | i
O=C(CC1NCCNC1=O)Nc1cccc([N+](=O)[O-])c1 (stereo unspecified) | i | -1.6 | i
Cc1ccc(S(=O)(=O)N(C)CCCC(=O)Nc2ccc(F)cc2)cc1 | i | 0.71 | i
Cc1ccc(S(=O)(=O)NCCc2cn3nc(C)c(C)nc3n2)cc1C | i | 0.47 | i
CC(=O)Nc1ccc(S(=O)(=O)N2CCN(Cc3nc4sc(C)c(C)c4c(=O)[nH]3)CC2)cc1 | i | 1.7 | i
CCCN1CCCc2cc(CN(CCCN3CCOCC3)C(=O)Nc3ccc(OCC)cc3)ccc21 | i | 0.02 | i
COc1cc(C)c(NC(=S)Nc2ccc(C)c(Cl)c2)cc1OC | i | -0.32 | i
Cn1c(SCC(=O)N2CCCC2)nc2cccnc21 | i | -1 | i
N#Cc1c2n(c3c(=O)n(Cc4ccc(Cl)cc4)cnc13)CCCCC2 | i | 0.06 | i
COC(=O)C1=C(N)OC2=C(C(=O)CCC2)C1c1ccc2c(c1)OCO2 (stereo unspecified) | i | 2.4 | i
NC(=O)CC(NC(=O)Cc1ccc(Cl)cc1)c1ccc(NCCc2ccccc2F)c([N+](=O)[O-])c1 (stereo unspecified) | i | 2.2 | i
COC(=O)C1CN(C(=O)C(C)Oc2ccccc2Cl)c2ccccc2O1 (stereo unspecified) | i | -1 | -5.2*
Cc1ccc(NC(=O)C(c2ccccc2)N(C)C)cc1Cl (stereo unspecified) | i | -0.06 | i
Cc1ccccc1-n1c(SCC(=O)NC(N)=O)nc2sc(-c3ccccc3)cc2c1=O | i | 2.3 | i
O=C(COC(=O)c1cccs1)NCCN1C(=O)CSC1=O | i | 0.13 | i
COc1ccccc1N1CCN(C(=O)C2CCN(S(=O)(=O)c3ccccc3)CC2)CC1 | i | 0.49 | i
C=CCN1C(=O)C(Cc2ccc(F)cc2)S/C1=N/N=C/c1ccco1 (stereo unspecified) | i | 0.59 | i
CCOC(=O)C1CCCN(Cc2nc(Cc3ccccc3Cl)no2)C1 (stereo unspecified) | i | 0.29 | i
COC(=O)CCCC1=CC2=C(c3ccccc3)C(=O)C(C)(OC(=O)C3CCCC3)C(=O)C2=CN1CC1CC1 (stereo unspecified) | i | 0 | i
CCNCc1ccccc1OCc1ccccc1 | i | 0.17 | i
COc1ccc(-c2noc(C(C)NC(=O)c3ccco3)n2)cc1OC (stereo unspecified) | i | 1.8 | i
O=C(NCCOc1ccc(F)cc1)c1ccccc1SCc1ccccc1 | i | -1.4 | i
CCc1ccccc1NC1=NCC(=O)N1Cc1ccccc1 | i | -3 | i
CCCCNCC#CCOc1cc(C)ccc1C(C)C | i | -4.7* | i
CC1=C(C(=O)Nc2ccccc2C)C(c2cccs2)NC(=S)N1 (stereo unspecified) | i | 0.92 | i
Cc1[nH]c(=O)cc2ccccc12 | i | 0.02 | i
CCC(C(=O)OC)n1cnc2c(nnn2-c2cccc(Cl)c2)c1=O (stereo unspecified) | i | -0.14 | i
CC1Cc2ccccc2N1CC(=O)Nc1ccc(N2CCOCC2)cc1 (stereo unspecified) | i | 1.3 | i
CCOc1nc2cnccc2n(CC(=O)Nc2ccccc2C(=O)OC)c1=O | i | 0.2 | i
CC(=O)OC1CCC2C3CCC4=CC(=O)CCC4(C)C3CCC2(C)[C@]1(C)O (stereo partly specified) | i | 1.3 | i
Cc1ccccc1/C=C/C(=O)c1ccc([N+](=O)[O-])o1 | i | -1.9 | i
COc1ccc(N(Cc2cc3cccc(C)c3[nH]c2=O)S(C)(=O)=O)cc1 | i | 0.48 | i
COc1ccc(C2C3=C(CCCC3=O)Nc3nc(-c4cc(OC)c(OC)c(OC)c4)nn32)cc1OC (stereo unspecified) | i | 1.3 | i
O=C(CNc1ccc(F)cc1F)NC(=O)NCc1ccco1 | i | -0.81 | i
